BaF3 tox: parental Ba/F3 viability inhibition as JAK2V617F counter-screen | CellTiter-Glo ATP luminescence | inhibition, % at 5.6 µM | hit rate 1.1% among 220,000 | AID 1486;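 active = inhibition above a per-campaign cutoff, the mean inhibition of all tested compounds plus 3 SD, cut at about 27% in these data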;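 also: 0% = DMSO wells and 100% = JAK Inhibitor I control wells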
S1P4 antag: human S1P4 receptor antagonism. O95977. S1P4-expressing cells, antagonist mode, reporter read-out. inhibition, % at 4.98 µM. hit rate 0.26% among 220,000. AID 1510; in the data active = inhibition above about 29%;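 also: 0% = wells stimulated with agonist and 100% = vehicle wells without agonist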
Target sequence (O95977 whole entry, looked up): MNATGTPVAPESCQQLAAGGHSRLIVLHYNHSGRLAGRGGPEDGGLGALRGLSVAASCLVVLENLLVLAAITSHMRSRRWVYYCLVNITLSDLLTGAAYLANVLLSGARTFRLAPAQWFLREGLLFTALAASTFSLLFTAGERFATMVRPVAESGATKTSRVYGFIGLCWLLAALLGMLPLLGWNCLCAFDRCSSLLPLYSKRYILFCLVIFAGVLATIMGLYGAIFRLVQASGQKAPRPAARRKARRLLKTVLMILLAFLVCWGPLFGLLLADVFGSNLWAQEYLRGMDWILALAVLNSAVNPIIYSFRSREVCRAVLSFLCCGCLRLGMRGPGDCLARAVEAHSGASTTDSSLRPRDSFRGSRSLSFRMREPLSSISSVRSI
NPY2 pot ag: potentiators or agonists of human neuropeptide Y receptor Y2 | hit rate 0.45% among 220,000 | activation, % at 3.6 µM | AID 1359 | cells expressing NPY-Y2, potentiator/agonist read-out | P49146; in the data active = activation above about 27%;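 also: cells stimulated with NPY near EC25 plus isoproterenol at EC100; 0% = vehicle plus submaximal agonist and 100% = vehicle plus saturating agonist; some results beyond the cut were filed as inactive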
Wee1 stabilizer: human Wee1 degradation inhibition, primary screen; P30291; HeLa Luc-Wee1K328M stability, luciferase luminescence; 100% = proteasome inhibitor MG132 effect; reporter increase, % at 5 µM; hit rate 1.2% among 220,000; AID 1321;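 active = activation above the mean of all tested compounds plus 3 SD, set per screening run, cut at about 8.8% in these data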;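 also: cells exposed to compound for 20 h before luminescence read; 0% = DMSO alone and 100% = MG132 at 30 µM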
Target sequence (P30291 whole entry K328M): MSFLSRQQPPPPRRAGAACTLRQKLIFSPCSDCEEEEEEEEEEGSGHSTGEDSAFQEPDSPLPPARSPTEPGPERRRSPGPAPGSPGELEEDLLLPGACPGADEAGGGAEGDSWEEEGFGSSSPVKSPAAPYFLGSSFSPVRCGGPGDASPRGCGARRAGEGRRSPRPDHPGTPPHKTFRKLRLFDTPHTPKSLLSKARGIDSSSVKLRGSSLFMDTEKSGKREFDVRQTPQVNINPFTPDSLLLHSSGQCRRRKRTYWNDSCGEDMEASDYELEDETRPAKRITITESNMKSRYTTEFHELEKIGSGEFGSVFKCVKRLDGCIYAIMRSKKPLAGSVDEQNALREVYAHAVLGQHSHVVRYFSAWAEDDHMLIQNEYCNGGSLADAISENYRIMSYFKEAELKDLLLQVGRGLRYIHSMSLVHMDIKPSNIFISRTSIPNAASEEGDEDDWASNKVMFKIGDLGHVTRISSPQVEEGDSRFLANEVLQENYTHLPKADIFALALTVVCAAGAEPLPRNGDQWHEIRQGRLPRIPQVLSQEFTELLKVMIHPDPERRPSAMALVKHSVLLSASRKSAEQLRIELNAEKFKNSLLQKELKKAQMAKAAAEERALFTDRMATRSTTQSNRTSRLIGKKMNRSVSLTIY
Mdm2 ligase inh: blocks human Mdm2 ubiquitin ligase activity. Q00987. cell-based MDM2 ubiquitination luciferase reporter, 2 h; 0 = plate control, 100 = twice control, blank-subtracted. signal enhancement, % at 5 µM. hit rate 0.11% among 210,000;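 active = signal enhancement of 30% or more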;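 also: luminescence tracks abundance of the self-degrading MDM2-luciferase fusion protein; higher signal means inhibition of MDM2 E3 ligase activity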
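Buffer or medium: Cells held in DMEM | Assay system: Stable mammalian line carrying autodegrading MDM2–luciferase fusion reporter | Quantity: 2000 cells/well | Times: 4 h settle plus 2 h compound, 37 °C | Doses: One concentration, 5 µM, with 0.2% DMSO | Technique: Luminescence with SteadyLite reagent, 15 min at room temperature | Benchmarks: Plate controls and plate blanks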
S1P4 ag: agonists of human S1P4 receptor. O95977. S1P4-expressing cell line, agonist reporter assay. activation, % at 4.98 µM. hit rate 0.35% among 220,000. AID 1509; in the data active = activation above about 11%;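 also: 0% = DMSO vehicle and 100% = reference agonist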
eIF4E-4G inh: blocks eIF4E binding to eIF4G | inhibition, % at 21.7 µM | hit rate 0.37% among 220,000 | AID 782 | TR-FRET eIF4E-eIF4GI(517-606) binding, 2 h | P63073+Q04637;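 active = inhibition above about 30%, limit read from the data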;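 also: 0% = full FRET control wells and 100% = background wells lacking eIF4GI fragment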
Ba/F3 V617F tox: lowers viability of Ba/F3 cells expressing EpoR and JAK2V617F; ATP luminescence; inhibition, % at 5.6 µM; hit rate 1.1% among 220,000; AID 1446;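 active = inhibition above the campaign mean plus 3 SD over all tested compounds, cut at about 24% in these data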;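 also: cytokine-independent growth of Ba/F3 cells driven by EpoR plus mutant JAK2; 0% = DMSO-treated cells and 100% = JAK inhibitor I control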
PERK inhibitor: inhibitors of human PERK kinase; hit rate 0.17% among 220,000; AID 1416; CHO PERK-DD fusion, SEAP luminescence translation reporter; inhibition, % at 5.6 µM;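 active = inhibition above the mean inhibition of all tested compounds plus 3 SD, set separately per screening campaign, cut at about 2.9% in these data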;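 also: PERK kinase domain activated by AP20187 dimerizer at 100 nM; 0% = DMSO with dimerizer and 100% = rapamycin at 8.4 µM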
Active calls of the source: *; [ ] = another dose, or the depositor's remark.

COc1cc(C)c(Cl)cc1S(=O)(=O)NCCN1CCOCC1 was read as BaF3 tox 6, S1P4 antag -1, NPY2 pot ag -12, Wee1 stabilizer 2, Mdm2 ligase inh 1, S1P4 ag 2.2, eIF4E-4G inh 6, Ba/F3 V617F tox 2 and PERK inhibitor 0.7.
`COc1ccc(CN2CCNC(=O)C2CC(=O)N(C)Cc2ccccn2)cc1OC` (stereo not drawn) gave BaF3 tox 4, S1P4 antag 1, NPY2 pot ag 6, Wee1 stabilizer 0, Mdm2 ligase inh -2, S1P4 ag -1.2, eIF4E-4G inh -3, Ba/F3 V617F tox -1 and PERK inhibitor 0.5.
`Cc1cc(C)cc(C(=O)NN2CCOCC2)c1` gave BaF3 tox 3, S1P4 antag -12, NPY2 pot ag 3, Wee1 stabilizer -2, Mdm2 ligase inh -8, S1P4 ag -0.2, eIF4E-4G inh 6, Ba/F3 V617F tox -1 and PERK inhibitor -0.5.
COC(=O)c1ccc(CSc2nnc(-c3ccc4c(c3)OCO4)n2-c2ccccc2)o1 was read as BaF3 tox 7, S1P4 antag -17, NPY2 pot ag -28, Wee1 stabilizer 7, Mdm2 ligase inh -11, S1P4 ag -1.4, eIF4E-4G inh 7, Ba/F3 V617F tox 2 and PERK inhibitor -0.4.
For O=C(NCc1n[nH]c(=S)n1-c1ccc(Cl)c(Cl)c1)c1ccc(S(=O)(=O)N2CCOCC2)cc1 the results were BaF3 tox 2, S1P4 antag -4, NPY2 pot ag 4, Wee1 stabilizer -1, Mdm2 ligase inh -14, S1P4 ag -0.4, eIF4E-4G inh 1, Ba/F3 V617F tox -6 and PERK inhibitor 0.9.
For N#Cc1cc2c(nc1SCC(=O)Nc1sc3c(c1C#N)CCC3)CCCCCC2 the results were BaF3 tox 2, S1P4 antag -6, NPY2 pot ag -3, Wee1 stabilizer -3, Mdm2 ligase inh -9, S1P4 ag 1.0, eIF4E-4G inh 6[fluorescence artefact?], Ba/F3 V617F tox -1 and PERK inhibitor -0.1.
For COc1ccc2cc(CN(CCO)C(=O)c3ccccc3F)c(=O)[nH]c2c1 the results were BaF3 tox 4, S1P4 antag -5, NPY2 pot ag 7, Wee1 stabilizer 4, Mdm2 ligase inh -7, S1P4 ag 1.1, eIF4E-4G inh 7, Ba/F3 V617F tox -5 and PERK inhibitor 0.4.
For COc1cc2c(cc1NC(=O)C(C)Sc1ccc(C)cc1)oc1ccccc12 (stereo not drawn) the results were BaF3 tox 3, S1P4 antag -14, NPY2 pot ag -44, Wee1 stabilizer 7, Mdm2 ligase inh -3, S1P4 ag -0.4, eIF4E-4G inh 10[fluorescence artefact?], Ba/F3 V617F tox 3 and PERK inhibitor -0.7.
Screening O=C(COC(=O)C1(c2ccccc2)CC1)N1CCN(c2ccc(F)cc2)CC1 returned BaF3 tox -1, S1P4 antag -5, NPY2 pot ag -1, Wee1 stabilizer 5, Mdm2 ligase inh -3, S1P4 ag -0.3, eIF4E-4G inh 8, Ba/F3 V617F tox -4 and PERK inhibitor 0.1.
For O=C(Cc1ccccc1)Nc1ccccc1CO the results were BaF3 tox 1, S1P4 antag -7, NPY2 pot ag 2, Wee1 stabilizer -1, Mdm2 ligase inh -13, S1P4 ag -0.2, eIF4E-4G inh 1, Ba/F3 V617F tox 0 and PERK inhibitor 0.3.

An excerpt from above in order of formula weight, largest number first.
Screening O=C(COC(=O)C1(c2ccccc2)CC1)N1CCN(c2ccc(F)cc2)CC1 returned BaF3 tox -1, S1P4 antag -5, NPY2 pot ag -1, Wee1 stabilizer 5, Mdm2 ligase inh -3, S1P4 ag -0.3, eIF4E-4G inh 8, Ba/F3 V617F tox -4 and PERK inhibitor 0.1.
COc1cc(C)c(Cl)cc1S(=O)(=O)NCCN1CCOCC1 was read as BaF3 tox 6, S1P4 antag -1, NPY2 pot ag -12, Wee1 stabilizer 2, Mdm2 ligase inh 1, S1P4 ag 2.2, eIF4E-4G inh 6, Ba/F3 V617F tox 2 and PERK inhibitor 0.7.
For O=C(Cc1ccccc1)Nc1ccccc1CO the results were BaF3 tox 1, S1P4 antag -7, NPY2 pot ag 2, Wee1 stabilizer -1, Mdm2 ligase inh -13, S1P4 ag -0.2, eIF4E-4G inh 1, Ba/F3 V617F tox 0 and PERK inhibitor 0.3.

(list continues)
`CCOC(=O)c1c(C)[nH]c(C(=O)OCC(=O)Nc2cc(C)ccc2OC)c1C` gave BaF3 tox 0, S1P4 antag -19, NPY2 pot ag 1, Wee1 stabilizer -2, Mdm2 ligase inh -4, S1P4 ag 1.1, eIF4E-4G inh -18, Ba/F3 V617F tox -5 and PERK inhibitor 2.1.
`N/C(=N\OC(=O)/C=C/c1ccc(Br)cc1)c1ccccn1` gave BaF3 tox 2, S1P4 antag -3, NPY2 pot ag -9, Wee1 stabilizer 0, Mdm2 ligase inh -42, S1P4 ag -1.5, eIF4E-4G inh 2, Ba/F3 V617F tox 1 and PERK inhibitor 0.8.
Cc1cnc(NC(=O)CSc2ncn(-c3ccccc3)n2)s1 was read as BaF3 tox 1, S1P4 antag -1, NPY2 pot ag 11, Wee1 stabilizer -1, S1P4 ag 0.4, eIF4E-4G inh 5, Ba/F3 V617F tox -3 and PERK inhibitor -1.1.
For Cc1ccc(C2Nc3ccccc3NC3=C2C(=O)OC(C)C3)cc1 (stereo not drawn) the results were BaF3 tox 5, S1P4 antag -12, NPY2 pot ag 8, Wee1 stabilizer 3, Mdm2 ligase inh -7, S1P4 ag -1.2, eIF4E-4G inh 3, Ba/F3 V617F tox -4 and PERK inhibitor 0.0.
`c1ccc2c(C3=NNC(=NC4CCCCC4)SC3)c[nH]c2c1` gave BaF3 tox 12, S1P4 antag 16, NPY2 pot ag 2, Wee1 stabilizer 7, Mdm2 ligase inh -10, S1P4 ag -1.4, eIF4E-4G inh -1, Ba/F3 V617F tox 6 and PERK inhibitor -1.1.
`O=C(NNc1nc(=O)c2cccnc2s1)c1ccccc1O` gave BaF3 tox 5, S1P4 antag 6, NPY2 pot ag 18, Wee1 stabilizer 1, Mdm2 ligase inh -9, S1P4 ag 0.7, eIF4E-4G inh -1, Ba/F3 V617F tox 2 and PERK inhibitor 0.0.
`NC(=O)c1cc2ccc(O)cc2oc1=Nc1ccccc1` gave BaF3 tox 5, S1P4 antag -47, NPY2 pot ag 11, Wee1 stabilizer -2, Mdm2 ligase inh -8, S1P4 ag 33*, eIF4E-4G inh -7, Ba/F3 V617F tox 4 and PERK inhibitor 0.9.
CC(C)(C)c1ccc(C(=O)NCC(=O)OCC(=O)Nc2ccccc2[N+](=O)[O-])cc1 was read as BaF3 tox -1, S1P4 antag -10, NPY2 pot ag -13, Wee1 stabilizer -2, Mdm2 ligase inh 2, S1P4 ag -1.2, eIF4E-4G inh -7, Ba/F3 V617F tox 2 and PERK inhibitor -0.2.
For Cc1ccc(CN2CCNC(=O)C2CC(=O)NCC(F)(F)F)o1 (stereo not drawn) the results were BaF3 tox 6, S1P4 antag -21, NPY2 pot ag -7, Wee1 stabilizer 0, Mdm2 ligase inh 1, S1P4 ag 2.4, eIF4E-4G inh -1, Ba/F3 V617F tox 0 and PERK inhibitor 1.6.
`CCCCOc1ccc(C(C)NC(=O)C2CCCN(S(=O)(=O)CC)C2)cc1` (stereo not drawn) gave BaF3 tox 6, S1P4 antag -8, NPY2 pot ag -8, Wee1 stabilizer 4, Mdm2 ligase inh -6, S1P4 ag -0.5, eIF4E-4G inh 6, Ba/F3 V617F tox 3 and PERK inhibitor -0.4.
`COC(=O)c1sc(-c2ccc(Cl)cc2)cc1NC(=O)COCC(=O)O` gave BaF3 tox 0, S1P4 antag 6, NPY2 pot ag -12, Wee1 stabilizer -1, Mdm2 ligase inh -11, S1P4 ag -1.4, eIF4E-4G inh 5, Ba/F3 V617F tox 2 and PERK inhibitor 0.1.
Screening Oc1ccc(/C=N/Nc2ccnc3cc(Cl)ccc23)c(O)c1 returned BaF3 tox 3, S1P4 antag -5, NPY2 pot ag 9, Wee1 stabilizer -1, S1P4 ag 0.9, eIF4E-4G inh 0, Ba/F3 V617F tox 1 and PERK inhibitor -0.7.
Screening CCOc1cc(/C=C2/SC(=S)N(CC(=O)O)C2=O)ccc1OC(=O)c1cccs1 returned BaF3 tox -3, S1P4 antag 5, NPY2 pot ag -44, Wee1 stabilizer -3, Mdm2 ligase inh -11, S1P4 ag -1.4, eIF4E-4G inh 0, Ba/F3 V617F tox 3 and PERK inhibitor 1.2.
Screening Cc1[nH]n(-c2ccccc2)c(=O)c1S(=O)(=O)c1ccccc1 returned BaF3 tox 1, S1P4 antag -8, NPY2 pot ag -22, Wee1 stabilizer -2, Mdm2 ligase inh 10, S1P4 ag -1.5, eIF4E-4G inh 0, Ba/F3 V617F tox -2 and PERK inhibitor 0.6.
For CC(C)C(c1nnnn1Cc1ccc(F)cc1)N1CCN(C(=O)c2ccco2)CC1 (stereo not drawn) the results were BaF3 tox 6, S1P4 antag -1, NPY2 pot ag -15, Wee1 stabilizer 2, Mdm2 ligase inh -26, S1P4 ag 1.5, eIF4E-4G inh 4, Ba/F3 V617F tox 3 and PERK inhibitor -1.3.
Screening Cc1cc(=O)oc2cc(OCCSCCN3CCCCC3)ccc12 returned BaF3 tox -1, S1P4 antag -4, NPY2 pot ag -1, Wee1 stabilizer -2, Mdm2 ligase inh -12, S1P4 ag -1.5, eIF4E-4G inh -2, Ba/F3 V617F tox 1 and PERK inhibitor 0.3.
For Cc1cc(C)nc(SCc2nnc(SCC(=O)Nc3nc(-c4ccccc4)cs3)n2C)n1 the results were BaF3 tox 2, S1P4 antag 0, NPY2 pot ag -17, Wee1 stabilizer -2, Mdm2 ligase inh 8, S1P4 ag 0.6, eIF4E-4G inh 4[fluorescence artefact?], Ba/F3 V617F tox 0 and PERK inhibitor -0.2.
For O=C1OCc2cccc3cccc1c23 the results were BaF3 tox 3, S1P4 antag -12, NPY2 pot ag 0, Wee1 stabilizer 2, Mdm2 ligase inh 2, S1P4 ag 0.2, eIF4E-4G inh 5, Ba/F3 V617F tox -1 and PERK inhibitor 2.7.
CCNC(=O)c1cc(S(=O)(=O)N(C)C)c(Cl)cc1Cl was read as BaF3 tox -1, S1P4 antag -10, NPY2 pot ag 8, Wee1 stabilizer -3, Mdm2 ligase inh -7, S1P4 ag 0.0, eIF4E-4G inh -1, Ba/F3 V617F tox -3 and PERK inhibitor -0.2.
Screening c1ccc(Cc2nnc(N3CCCCC3)c3ccccc23)cc1 returned BaF3 tox 1, S1P4 antag -15, NPY2 pot ag -9, Wee1 stabilizer -1, Mdm2 ligase inh 9, S1P4 ag -0.2, eIF4E-4G inh 1, Ba/F3 V617F tox 0 and PERK inhibitor -0.2.
Cc1ccc(-c2nn(CC(=O)O)c(=O)c3ccccc23)cc1 was read as BaF3 tox 1, S1P4 antag -30, NPY2 pot ag -9, Wee1 stabilizer -3, Mdm2 ligase inh -8, S1P4 ag -0.7, eIF4E-4G inh -7[fluorescence artefact?], Ba/F3 V617F tox -2 and PERK inhibitor 1.2.
Screening CCN=C(NC#N)SCc1c(F)cccc1Cl returned BaF3 tox -3, S1P4 antag -3, NPY2 pot ag 1, Wee1 stabilizer -3, Mdm2 ligase inh -3, S1P4 ag -0.2, eIF4E-4G inh 1, Ba/F3 V617F tox -2 and PERK inhibitor 0.1.
For COc1ccc(Br)cc1CNC(=O)CCc1nc(-c2ccc(C)cc2)no1 the results were BaF3 tox 0, S1P4 antag -13, NPY2 pot ag -16, Wee1 stabilizer 5, Mdm2 ligase inh 5, S1P4 ag -4.7, eIF4E-4G inh -7[fluorescence artefact?], Ba/F3 V617F tox -2 and PERK inhibitor 0.2.
